Screens from PubChem BioAssay.
TDP1 block: inhibitors of human tyrosyl-DNA phosphodiesterase TDP1; AID 485290; Potency, µM (doses to about 130 µM), inactives show top-dose activity change, negative = inhibition, most hits filed as inhibitors; 350,000 tested, 0.28% active; recombinant TDP1, AlphaScreen DNA substrate cleavage; Q9NUW8; active = well fitted inhibition curve with a large enough effect; inconclusive = small, poorly fitted or top-dose-only effect; inactive = no such curve, though single readings can be large or run the other way; note: nearly all actives have a fitted effect of over 40% in size
Target sequence (Q9NUW8 whole entry, looked up): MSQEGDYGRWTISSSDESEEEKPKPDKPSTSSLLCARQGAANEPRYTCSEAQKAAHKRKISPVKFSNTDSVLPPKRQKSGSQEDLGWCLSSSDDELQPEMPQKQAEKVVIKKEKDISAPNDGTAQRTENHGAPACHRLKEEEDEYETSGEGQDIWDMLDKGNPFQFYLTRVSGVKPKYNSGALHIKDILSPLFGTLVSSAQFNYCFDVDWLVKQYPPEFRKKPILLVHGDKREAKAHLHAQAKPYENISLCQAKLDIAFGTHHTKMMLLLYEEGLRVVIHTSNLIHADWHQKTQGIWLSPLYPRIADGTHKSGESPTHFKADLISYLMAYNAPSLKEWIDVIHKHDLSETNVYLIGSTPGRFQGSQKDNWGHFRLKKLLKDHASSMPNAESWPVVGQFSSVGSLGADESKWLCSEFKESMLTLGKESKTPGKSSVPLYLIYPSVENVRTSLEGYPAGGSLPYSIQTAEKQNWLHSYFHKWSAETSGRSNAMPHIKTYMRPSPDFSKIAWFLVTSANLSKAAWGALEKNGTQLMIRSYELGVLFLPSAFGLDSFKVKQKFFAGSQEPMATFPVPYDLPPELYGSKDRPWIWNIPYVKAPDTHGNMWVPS
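Tdp1 1 nM final; 15 min RT w/ cpd; substrate 15 nM, 5 min; beads 10 ug/ml, 10 min; AlphaScreen read. Neg ctrl: no enzyme.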
Starred values were filed as active, the others as inactive; ? = inconclusive; & = joins results of further samples; [ ] = dose if it differs, or a comment. % is set by controls: 0 for no effect and ±100 for the full control effect; potency is the fitted concentration of half-maximal effect. The list is partial; the hit share may differ from the screen's.

SMILES	TDP1 block
CC1CCC(C(=O)O)NC1c1cccc(N2CCCC2=O)c1 (stereo not given)	9.0%[21 µM]
C=CCN1c2ccccc2[C@]23C[C@@H](C(=O)OC)N(S(=O)(=O)CCCC)C2=NC(C(=O)OC)=C(C(=O)OC)[C@H]13	12.2%[12.3 µM]
COc1ccccc1C(=O)Nc1cc2c(ccc3ccccc32)oc1=O	0.0%
c1ccc2c3c([nH]c2c1)[C@@H]1[C@H]2CC[C@H]([C@H]4CCCN[C@H]42)N1CC3	12.8%[21 µM]
CC1(C)NC(=O)N(CC(=O)Nc2cc(S(=O)(=O)N3CCOCC3)ccc2N2CCOCC2)C1=O	-4.7%
COc1ccc(CCn2c(=O)[nH]c3cc(C(=O)NCCc4ccccc4)ccc3c2=O)cc1OC	2.9%
c1csc(CNc2ncnc3cc(-c4ccc5c(c4)OCO5)ccc23)c1	-8.6%
Cc1nc(SCCc2nc3ccccc3[nH]2)c2oc3ccccc3c2n1	-9.2%
CSCC[C@H](NC(=O)[C@H](CC(C)C)NC(=O)[C@H](Cc1c[nH]c2ccccc12)NC(=O)[C@H](CCC(N)=O)NC(=O)[C@@H](NC(=O)[C@H](Cc1ccccc1)NC(=O)[C@H](CC(=O)O)NC(=O)[C@H](CCC(N)=O)NC(=O)[C@H](C)NC(=O)[C@H](CCCNC(=N)N)NC(=O)[C@H](CCCNC(=N)N)NC(=O)[C@H](CO)NC(=O)[C@H](CC(=O)O)NC(=O)[C@H](CC(C)C)NC(=O)[C@H](Cc1ccc(O)cc1)NC(=O)[C@H](CCCCN)NC(=O)[C@H](CO)NC(=O)[C@H](Cc1ccc(O)cc1)NC(=O)[C@H](CC(=O)O)NC(=O)[C@H](CO)NC(=O)[C@@H](NC(=O)[C@H](Cc1ccccc1)NC(=O)[C@@H](NC(=O)CNC(=O)[C@H](CCC(N)=O)NC(=O)[C@H](CO)NC(=O)[C@@H](N)Cc1cnc[nH]1)[C@@H](C)O)[C@@H](C)O)C(C)C)C(=O)N[C@@H](CC(N)=O)C(=O)N[C@H](C(=O)O)[C@@H](C)O	11.5%
C[C@H]1CC[C@H]2C(=O)N3[C@H](c4ccc(Br)cc4)[C@@H](C)CC[C@H]3C(=O)N2[C@@H]1c1ccc(Br)cc1	6.9%[21 µM]
CC(C)CC1NC(=O)c2cc(Cl)ccc2-n2c1nc1ccc(F)cc1c2=O (stereo not given)	0.4%
O=c1cc(-c2ccc(F)cc2F)[nH]c2ccccc12	7.1%[234 µM]
Cc1ccc2nc(-c3ccc(NC(=O)CN(C)S(=O)(=O)c4ccccc4)cc3)sc2c1	5.5%
CO[C@@H]1COC(=O)CCC[C@@H](C)[C@H](OC)COC(=O)CCC[C@H]1C	4.8%[21 µM]
CC(C)C[C@@H](CC(=O)N[C@H](CC(=O)N[C@@H]1CCNC[C@H]1C(=O)N[C@H](CC(=O)N[C@@H](CCC(=O)O)CC(=O)O)CC(C)C)C(C)C)NC(=O)[C@@H]1CNCC[C@H]1N	3.7%
O=C1[C@H]2[C@H]3[C@H](O)[C@H](O)C/C(=N/OC[C@@H](O)COCc4ccco4)[C@H]3CC[C@@H]2C(=O)N1Cc1ccccc1	2.6%[21 µM]
CC(C)=CCC[C@]1(C)[C@@H](CC=C(C)C)C[C@@]2(CC=C(C)C)C(=O)[C@]1(C(=O)C(C)C)C(=O)C(CC=C(C)C)=C2O	6.1%
C/C(=C\c1cc2ccccc2o1)C1Nc2cccc3cccc(c23)N1	7.7%
CC(=O)Oc1ccc(Cl)cc1/C=C/c1cc(OC(C)=O)c2ccccc2n1	5.4%
COc1cc(OC)cc(-c2nnc(SCC(=O)c3ccc([N+](=O)[O-])cc3)o2)c1	-0.6%
Nc1c(Cl)cc(Cl)cc1Cl	2.5%
COc1ccc(NC(=O)CSc2nc3ccccc3c(=O)n2Cc2cccs2)c(OC)c1	1.8%
O=C1N/C(=C\c2nc3ccccc3s2)c2ccccc21	1.3%
COc1ccc(CNc2ccc3c(c2)CCC3)cc1OC	3.5%
Cc1nc2c(c(=O)n1Cc1ccccc1Cl)c1nc3ccccc3nc1n2Cc1ccco1	-4.2%
N#C/C(=C\c1sc(N2CCOCC2)nc1-c1ccccc1)C(=O)Nc1cccc2ccccc12	-5.5%
COc1cc(-c2nnc(CSc3nc4ccccc4s3)o2)cc(OC)c1OC	-1.0%
C/C(=N\Nc1ncc(Cl)cc1Cl)c1cccs1	3.0%
CC(=O)Nc1ccc(NC(=O)C2CCN(S(=O)(=O)c3ccc4c(c3)CCCC(=O)N4)CC2)cc1	5.3%
N#Cc1nc(NCCCCO)nc(Nc2ccccc2)n1	9.7%
C#CCOCCOCCOCCNc1nc(N2CCN(C(=O)CCCCCCCCCCNC(=O)[C@H](CCCN=C(N)N)n3cc(C[C@@H](C)CC)nn3)CC2)nc(N2CCN(C(=O)CCCCCCCCCCNC(=O)[C@@H]([C@H](C)CC)n3cc(CCCCCN)nn3)CC2)n1	17.4%
CN(CC[C@@H](Oc1ccc(C(F)(F)F)cc1)c1ccccc1)CC(=O)O	2.3%
C[C@H](NC(=O)[C@@H](N)Cc1ccc(O)cc1)C(=O)NCC(=O)N[C@H]1CSSC[C@@H](C(=O)O)NC(=O)[C@H](CO)NC(=O)[C@H]([C@@H](C)O)NC(=O)[C@H](Cc2ccccc2)NC(=O)[C@H]([C@@H](C)O)NC(=O)[C@H](CCCCN)NC(=O)[C@@H](Cc2c[nH]c3ccccc23)NC(=O)[C@H](Cc2ccccc2)NC(=O)[C@H](Cc2ccccc2)NC(=O)[C@H](CC(N)=O)NC(=O)[C@H](CCCCN)NC1=O	8.9%
Cc1ccc(-c2nn(-c3ccccc3)cc2C(=O)O)o1	?
O=C(O)c1cc2c(ccc3ccccc32)oc1=O	1.1%
CCC/C=C(\CCC)C(NC(=O)c1ccccc1)c1ccccc1 (stereo not given)	7.5%
O=C(COC(=O)c1ccc[n+]([O-])c1)Nc1c(Br)cc([N+](=O)[O-])cc1Br	4.2%
CCOC(=O)[C@]1(C(NC(=O)OC)c2cccc(C)c2)CCCC1=O (stereo not given in full)	3.7%[21 µM]
Cc1sc2nc(C3CC3)nc(SCC(=O)N3CCCc4ccccc43)c2c1C	0.0%
CC(C)Oc1ccc2c(=O)cc(-c3ccccc3)oc2c1	9.7%[56.1 µM]
CCOc1ccccc1-c1nnc2n1N=C(c1c(OC)cccc1OC)CS2	11.5%
CCC(=O)OC1(C)C(=O)C=C2C=C(CCCCNC(=O)OC(C)(C)C)OC=C2C1=O (stereo not given)	5.6%
O=C=Nc1ccc(Cc2ccc(N=C=O)cc2)cc1	5.9%
CCN(CC)CCN1C(=O)C(=O)/C(=C(/O)c2ccc(OC)cc2)C1c1cccs1 (stereo not given)	3.8%
COC(=O)C/C=C/[C@@H](C)[C@H](O)c1ccccc1Br	8.1%
Cc1ccc(/C=C/C2=Cc3c(sc(NC(=O)CSc4n[nH]c(N)n4)c3C#N)C(C)(C)C2)o1	-2.1%
CC/C=C1/OC(=O)c2ccccc21	8.2%
Cc1cc(NS(=O)(=O)c2ccc3c(c2)CCC(=O)N3)ccc1F	0.9%
COc1ccc(-c2ccc(C3C4C=CCC(C)C4C(=O)N3Cc3ccccc3)c(F)c2)cc1OC (stereo not given)	9.7%
C=C(C#N)C(=O)OCC	13.8%

Additional results follow.
SMILES	TDP1 block
COc1ccc(COC(=O)N/N=C2/C[C@@H](O)[C@@H](O)[C@@H]3[C@@H]4C(=O)N(Cc5ccccc5)C(=O)[C@H]4CC[C@@H]23)cc1	12.2%[21 µM]
CCOc1cc(-n2nc(C)c(C#N)c2N)nc(SC)n1	2.5%
CCOC(=O)CCN1C(=O)[C@@H]2[C@H]3C(=CC[C@H]2C1=O)C(=O)[C@H]1O[C@H]1[C@H]3O	-3.7%[21 µM]
CCCCCCCCCCCCOCCOCCOCCOCCO	3.0%&0.0%
O=C(/C=C/c1ccccc1)NC(NC(=S)Nc1cccc2cccnc12)C(Cl)(Cl)Cl (stereo not given)	9.2%
COc1ccc(S(=O)(=O)NCCCC(=O)Nc2ccc(Sc3ccc(N)cc3)cc2)cc1	17.4%
CCOC(=O)c1c(-c2ccc(OCC)cc2)csc1NC(=O)CCN1C(=O)c2ccccc2C1=O	-1.1%
CCOC(=O)c1ccccc1NC(=O)N1CCCN(S(=O)(=O)c2ccc3c(ccn3CC)c2)CC1	5.3%
COc1cccc(CNC(=O)c2cc3c(s2)-c2ccccc2OC3)c1	-13.7%
O=c1ccc2ccccc2[nH]1	10.2%

13 entries from above, as a markdown table:
| Molecule | TDP1 block |
| --- | --- |
| COC(=O)C/C=C/[C@@H](C)[C@H](O)c1ccccc1Br | 8.1% |
| Cc1ccc(/C=C/C2=Cc3c(sc(NC(=O)CSc4n[nH]c(N)n4)c3C#N)C(C)(C)C2)o1 | -2.1% |
| CC/C=C1/OC(=O)c2ccccc21 | 8.2% |
| Cc1cc(NS(=O)(=O)c2ccc3c(c2)CCC(=O)N3)ccc1F | 0.9% |
| COc1ccc(-c2ccc(C3C4C=CCC(C)C4C(=O)N3Cc3ccccc3)c(F)c2)cc1OC (stereo not given) | 9.7% |
| C=C(C#N)C(=O)OCC | 13.8% |
| COc1ccc(COC(=O)N/N=C2/C[C@@H](O)[C@@H](O)[C@@H]3[C@@H]4C(=O)N(Cc5ccccc5)C(=O)[C@H]4CC[C@@H]23)cc1 | 12.2%[21 µM] |
| CCOc1cc(-n2nc(C)c(C#N)c2N)nc(SC)n1 | 2.5% |
| CCOC(=O)CCN1C(=O)[C@@H]2[C@H]3C(=CC[C@H]2C1=O)C(=O)[C@H]1O[C@H]1[C@H]3O | -3.7%[21 µM] |
| CCCCCCCCCCCCOCCOCCOCCOCCO | 3.0%&0.0% |
| O=C(/C=C/c1ccccc1)NC(NC(=S)Nc1cccc2cccnc12)C(Cl)(Cl)Cl (stereo not given) | 9.2% |
| COc1ccc(S(=O)(=O)NCCCC(=O)Nc2ccc(Sc3ccc(N)cc3)cc2)cc1 | 17.4% |
| CCOC(=O)c1c(-c2ccc(OCC)cc2)csc1NC(=O)CCN1C(=O)c2ccccc2C1=O | -1.1% |

The list continues.
SMILES	TDP1 block
CCCC[C@@H]1C[C@H]1C(NC(=O)c1ccco1)c1ccccc1 (stereo not given in full)	6.3%
CCOC(=O)N1CCN(Cc2nc3c(c(=O)n(C)c(=O)n3C)n2Cc2cc(C)ccc2C)CC1	1.0%
CS(=O)(=O)Nc1ccccc1C(=O)N1CCN(c2ccccc2)CC1	5.7%
COC(=O)CCC(=O)c1ccc(OC)c(Cl)c1	-3.9%
C[C@@H](C(=O)Nc1ccc2ccccc2c1)[C@H]1C[C@]1(C)[C@H](NC(=O)Oc1ccc(F)cc1)c1ccccc1	1.5%
CCOC(=O)CNc1oc(-c2ccccc2)nc1-c1ccccc1	8.1%
C=C(C)CC(C)(C)C	6.2%
CC1CCC(C(=O)O)NC1c1ccc(-c2ccco2)cc1 (stereo not given)	-0.5%[21 µM]
CN=C1S/C(=C\c2ccc(Sc3ccc(Cl)cc3)o2)C(=O)N1C	0.0%
CCOC(=O)c1c(C)[nH]c(C=Nc2ccccc2)c1O	-5.5%
Cc1cc(Cl)ccc1OCC(=O)n1cc(C(=O)c2cc(Cl)ccc2O)cn1	6.0%
Cn1c2cc(S(C)=O)sc2c2cnn(Cc3cccc(N)c3)c(=O)c21 (stereo not given)	1.4%
CCOc1cc(/C=C(\C#N)C(=O)Nc2ccccc2[N+](=O)[O-])ccc1OCc1cccc2ccccc12	3.6%
CCOC(=O)[C@]1(C(NC(=O)OC)c2cccc(F)c2)CCCC1=O (stereo not given in full)	0.5%[21 µM]
COc1ccc(C)cc1NC(=O)C(Sc1ccccc1)c1ccccc1 (stereo not given)	0.0%
CCOC(=O)CCCNC(=O)N1CCc2nc(-c3ccccc3)c3c(c2C1)CO[C@@H](C)C3	0.8%[12.3 µM]
CCCCC[C@H](O)/C=C/[C@@H]1[C@H](C/C=C\CCCC(=O)O)[C@@H](O)C[C@H]1O	3.7%&8.1%
N[C@@H](CCCC(=O)O)C(=O)O	8.8%
CCOc1ccc(S(=O)(=O)Nc2ccc3c(c2)c2c(n3S(=O)(=O)c3ccc(OCC)cc3)CCCC2=O)cc1	0.0%
COc1ccc(C2C=C3CNS(=O)(=O)C3CC2OC(=O)c2ccc(Cl)cc2)cc1 (stereo not given)	13.8%
COc1ccc(C2C=C(c3cccs3)Nc3nc(CCCO)nn32)cc1 (stereo not given)	0.0%
COc1cc(C2C(N3C(=O)c4ccccc4C3=O)C(=O)N2c2cccc(C)c2)cc(OC)c1OC (stereo not given)	2.3%
COc1ccc(-c2c(O)c3cc(O)cc(O)c3oc2=O)cc1	10.8%
CN1Cc2cc(C(=O)c3cc(Cl)cc(CSc4ncccn4)c3O)cnc2NC1=O	2.9%
O=C(CN1C(=O)COc2ccc(S(=O)(=O)N3CCCCCC3)cc21)N1CCN(c2ccc(Cl)cc2)CC1	6.4%
COc1cc(NS(=O)(=O)c2ccc(NC(=O)CSC3=NCCS3)cc2)nc(OC)n1	-4.0%
CCOc1cc2nc(-c3ccc(OC)c(OC)c3)nc(N3CC(C)OC(C)C3)c2cc1OC (stereo not given)	4.8%
c1ccc2c(c1)CCC[C@@H]2C1=NCCN1	4.6%[21 µM]
CCCCN1CN(S(=O)(=O)c2cccs2)c2nc3ccccc3nc21	8.2%
O=C(CN1CCSc2ccccc21)N1CCCCC1	1.8%
Cc1nc(SCC(=O)NCc2ccco2)c2c(=O)n(C)c(=O)n(CC(C)C)c2n1	5.5%
CC(C)CC1NC(=O)c2ccccc2-n2c1nc1ccccc1c2=O (stereo not given)	0.5%
COc1ccc(NC(=S)N(CCN2CCOCC2)Cc2cc3cc4c(cc3[nH]c2=O)OCO4)cc1	8.0%
CCN1CCCC1Cn1c(-c2ccccc2)nc2c(N(CCOC)CCOC)nc(C)nc21 (stereo not given)	2.7%
O=C1/C(=N/n2cnnc2)c2ccccc2N1Cc1ccccc1	-7.8%
